NIH3T3 tox – cytotoxic compounds in NIH 3T3 cells. NIH 3T3 viability, CellTiter-Glo ATP luminescence, 48-72 h. Potency, µM (series often up to 96.7 µM), inactives show at the top dose activity change, negative = cytotoxicity, actives largely listed as inhibitors. 4.3% of 94,000 active; also: potency is read from the fitted curve at half-maximal effect; nearly all actives have a fitted effect of over 55% in size
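Luminescent ATP readout (CellTiter-Glo, 10 min RT) after 48 or 72 hr compound exposure of NIH 3T3 cells seeded at 400 cells/well in 1536-well format; quantitative HTS.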
FLuc inh – blocks purified firefly luciferase enzyme activity; P08659; purified P. pyralis luciferase, luminescence, biochemical; Potency, µM (series often up to 115 µM), without a hit: at the top dose activity change, negative = inhibition, usual class: inhibitors; 2.5% of 76,000 active; also: potency is read from the fitted curve at half-maximal effect; nearly all actives have a fitted effect of over 65% in size
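Inhibitors were tested against purified firefly luciferase in a biochemical, low-substrate format (both substrates at 10uM) and luminescence measured with a CCD imager.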
GPT2 inh – blocks human glutamate pyruvate transaminase 2. 0.25% of 100,000 active. Potency, µM (top dose mostly 57.7 µM), inactives show top-dose activity change, negative = inhibition, hits mostly inhibitors. Q8TD30. Recombinant GPT2, coupled pyruvate oxidase/HRP Amplex Red fluorescence; also: potency is read from the fitted curve at half-maximal effect; nearly all actives have a fitted effect of over 60% in size; many of its hits are not listed in these tables
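Fluorescence of coupled pyruvate oxidase/HRP/Amplex Red system (50uM Amplex, 30 min, dark) reports pyruvate formed by GPT2. Enzyme reaction: 10ng/uL GPT2, 2mM L-alanine, 250uM a-KG, 30 min room temperature, pH 7.5; 50uM AOA control.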
HEK293 tox – kills HEK 293 cells; 6.6% of 94,000 active; AID 1345083; HEK 293 viability, ATP luminescence (CellTiter-Glo), 48-72 h; Potency, µM (series often up to 115 µM), for the others: at the top dose activity change, negative = cytotoxicity, most hits filed as inhibitors; also: potency is read from the fitted curve at half-maximal effect; nearly all actives have a fitted effect of over 60% in size
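Luminescence from cellular ATP, measured with CellTiter-Glo, indicates HEK 293 viability. Cells plated at 250 cells/well are treated with compound for 48 or 72 hr at 37 degree Celsius before reagent addition.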
SNCA expr inh – reduces expression of the alpha-synuclein gene | 0.17% of 140,000 active | Potency, µM (series often up to 57.2 µM), for the others: at the top dose activity change, negative = inhibition, most hits filed as inhibitors | HEK-293 SNCA-luciferase knock-in, luminescence, 24 h | AID 1671194;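 also: potency is read from the fitted curve at half-maximal effect; plate controls were DMSO cells for no effect and cell-free wells for full effect; nearly all actives have a fitted effect of over 45% in size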
IP6K1 inh – IP6K1 kinase inhibition. IP6K1 kinase, ADP-Glo luminescence, 2 h; active compounds read low. activity change, % (series mostly up to about 58 µM). 0.81% of 140,000 active; in the data active = activity change below about -25%
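ADP-Glo luminescence measures ADP made by human IP6K1 during a 2 h RT reaction with ATP/IP6 (mix at 1.3 mM/130 uM); top library doses 57.5 and 19.1 uM final.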
SNCA viab count – reduces viability of HEK-293 SNCA reporter cells; HEK-293-SNCA-luc viability, GF-AFC fluorescence, 24 h; Potency, µM (top dose mostly 57.1 µM), without a hit: top-dose activity change, negative = cytotoxicity, most hits filed as cytotoxic; 0.12% of 150,000 active; AID 1671193;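 also: potency is read from the fitted curve at half-maximal effect; 0% = DMSO-treated cells and -100% = medium-only wells without cells; nearly all actives have a fitted effect of over 30% in size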
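Cytotoxicity counterscreen: after 24 h compound treatment of genome-edited SNCA-luciferase HEK-293 cells, live-cell protease substrate GF-AFC read by fluorescence after 30 min; activity scaled between DMSO (0%) and medium-only (-100%), curves Hill-fitted.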
* marks the source's active call; other numbers are inactive results; i = inactive; ? = inconclusive; / = no result given; & = joins results of further samples; [ ] = dose if it differs, or a comment. Unless noted, calls follow the shape of the dose curve; as a rule, active = well fitted curve in the direction sought with a large enough effect; inconclusive = small, poorly fitted or top-dose-only effect, or another doubt; inactive = no such curve, though single readings can be large; an effect the other way counts as inactive or inconclusive. Unless noted, % is scaled to controls: 0 for no effect and ±100 for the full control effect. A portion of the library; rates above refer to the full screens.

Short keys – A = NIH3T3 tox; B = FLuc inh; C = GPT2 inh; D = HEK293 tox; E = SNCA expr inh; F = IP6K1 inh; G = SNCA viab count
1. O=c1[nH]c2ccccc2n1C1CCN(CCCC(c2ccc(F)cc2)c2ccc(F)cc2)CC1
  A = /; B = /; C = -14.5%; D = /; E = -5.8%; F = -10.5&1.3; G = ?
2. COc1cc2c(c(OC)c1OC)-c1ccc(SC)c(=O)cc1[C@@H](NC(C)=O)CC2
  A = /; B = /; C = i; D = /; E = /; F = 9.8; G = ?
3. CCCN(CCC)CCc1ccc(O)c(O)c1
  A = /; B = /; C = ?; D = /; E = 2.0%; F = /; G = -13.5%
4. Cc1nc(-c2ccc(N(C)C)cc2)cc([C@H]2CN3CC[C@H]2C[C@@H]3CNC(=O)c2ccco2)n1
  A = ?; B = ?; C = 0.0%; D = ?; E = -23.9%; F = -4.1; G = -4.6%
5. Cc1ccccc1-c1ccc2n(c1=O)C[C@H]1C[C@@H]2CN(C(=O)c2cnccn2)C1
  A = -0.8%[174 µM]; B = -7.0%[172 µM]; C = 2.7%[88.5 µM]; D = 89.1µM*; E = 13.1%[87.6 µM]; F = 1.6; G = 3.6%[87.6 µM]
6. CCOC(=O)[C@@H]1[C@H]2c3ccccc3N(CCOC)C(=O)[C@H]2N(C(=O)C2CCC2)[C@@H]1c1ccccc1
  A = ?; B = /; C = /; D = 50.1µM*; E = /; F = -7.5; G = /
7. COc1cc2c(cc1OCc1ccccc1)N([S+](=O)([O-])c1cccnc1)CC21CCN(C)CC1
  A = 14.1µM*; B = -15.9%; C = 0.6%; D = ?; E = -0.4%; F = 6.0; G = -18.6%
8. CC(N)Cc1c[nH]c2ccc(O)cc12 (stereo unspecified)
  A = /; B = /; C = ?; D = /; E = -14.3%; F = /; G = -3.1%
9. Cc1cc(CN2CCC3CC(=O)NCCC3C2)no1 (stereo unspecified)
  A = i; B = /; C = -3.8%[88.5 µM]; D = i; E = -3.1%[87.6 µM]; F = -6.5; G = 6.7%[87.6 µM]
10. CCC(=O)O[C@H]1CC[C@H]2[C@@H]3CCC4=CC(=O)CC[C@]4(C)[C@H]3CC[C@]12C
  A = /; B = /; C = i; D = /; E = -17.5%[25.6 µM]; F = 3.2; G = -10.9%[23.9 µM]
11. Cn1nc(C2CCCC2)cc1[C@H]1CN2CC[C@H]1C[C@@H]2CNS(=O)(=O)c1cccs1
  A = ?; B = 0.9%[172 µM]; C = ?; D = ?; E = -1.3%[87.6 µM]; F = -6.5; G = -1.7%[87.6 µM]
12. C[C@H]([C@H](O)CCC(C)(C)O)[C@H]1CC[C@@]2(O)C3=CC(=O)[C@@H]4C[C@@H](O)[C@@H](O)C[C@]4(C)[C@@H]3CC[C@]12C
  A = /; B = /; C = -2.5%; D = /; E = 0.1%; F = /; G = -0.1%
13. O=C(c1ccncc1)N1CC2CCC(C1)N2Cc1ccccc1
  A = -12.3%; B = /; C = i; D = -13.5%; E = -11.2%; F = 15.4; G = 4.1%
14. C=C[C@H]1CN2CCC1C[C@H]2[C@H](O)c1ccnc2ccccc12 (stereo partly specified)
  A = /; B = /; C = 1.2%; D = /; E = /; F = 18.3; G = 26.2%
15. C[C@]12CC[C@H](O)CC1=CC[C@@H]1[C@@H]2CC[C@]2(C)C(=O)CC[C@@H]12
  A = /; B = /; C = 3.9%; D = /; E = -20.1%[25.6 µM]; F = 24.8&4.6; G = 2.0%
16. Cn1nc(C2CCCCC2)cc1[C@H]1CN2CC[C@H]1C[C@@H]2CNC(=O)Nc1cccc(C#N)c1
  A = ?; B = -2.6%; C = -41.3%; D = ?; E = -18.2%; F = 8.6; G = 2.2%
17. FC(F)(F)CN1C2CCC1CN(c1cncnc1)C2
  A = i; B = /; C = -16.2%[88.5 µM]; D = i; E = -4.4%[87.6 µM]; F = 10.5; G = 4.4%[87.6 µM]
18. Cc1ccc(C)c(CC(=O)N2CCN(CCO)CC(O)C2)c1 (stereo unspecified)
  A = -1.4%; B = -1.0%; C = -6.9%; D = -1.8%; E = 5.4%; F = 28.0; G = 2.5%
19. CC[C@H]1CN2CC[C@H]1C[C@@H]2CNCc1ccc(SC)cc1
  A = ?; B = 1.1%[172 µM]; C = 4.5%[88.5 µM]; D = ?; E = ?; F = -11.4; G = -3.7%[87.6 µM]
20. c1ccc2c(N3CCNCC3)cccc2c1
  A = /; B = /; C = ?; D = /; E = -3.7%; F = /; G = 4.6%
21. O=P1(NCCCl)OCCCN1CCCl (stereo unspecified)
  A = /; B = /; C = 3.2%; D = /; E = -1.5%; F = -0.9; G = 5.2%
22. O=C(CC1CCCC1)N1[C@H]2CC[C@@H]1c1cnc(-c3ccccc3)nc1C2
  A = -26.5%; B = -3.0%; C = -0.8%; D = ?; E = -16.3%; F = 4.3; G = -6.9%
23. CCOC(=O)[C@H]1CN(C(=O)COc2ccccc2)[C@]2(C)C(=O)N(CC(=O)N(C)C)c3ccccc3[C@H]12
  A = ?; B = /; C = /; D = -0.8%; E = /; F = -2.5; G = /
24. COc1ccccc1CNC(=O)[C@H]1CN2CCC1C[C@@H]2Cn1cc(CSc2ccccc2)nn1 (stereo partly specified)
  A = ?; B = -8.8%; C = i; D = ?; E = 14.4%; F = 6.6; G = -9.2%
25. Cn1nc(-c2ccc3ccccc3c2)cc1[C@H]1CN2CC[C@H]1C[C@@H]2CNC(=O)c1cccs1
  A = 25.1µM*; B = ?; C = 1.6%; D = 20µM*; E = -20.5%; F = -8.4; G = -11.4%

Shown with one line to a screen: two of the compounds above.
2: COc1cc2c(c(OC)c1OC)-c1ccc(SC)c(=O)cc1[C@@H](NC(C)=O)CC2
14: C=C[C@H]1CN2CCC1C[C@H]2[C@H](O)c1ccnc2ccccc12 (stereo partly specified)

entry no.	2	14
NIH3T3 tox	/	/
FLuc inh	/	/
GPT2 inh	i	1.2%
HEK293 tox	/	/
SNCA expr inh	/	/
IP6K1 inh	9.8	18.3
SNCA viab count	?	26.2%

The listing picks up, repeating the 2 entries before the break.
Short keys – A = NIH3T3 tox; B = FLuc inh; C = GPT2 inh; D = HEK293 tox; E = SNCA expr inh; F = IP6K1 inh; G = SNCA viab count
24. COc1ccccc1CNC(=O)[C@H]1CN2CCC1C[C@@H]2Cn1cc(CSc2ccccc2)nn1 (stereo partly specified)
  A = ?; B = -8.8%; C = i; D = ?; E = 14.4%; F = 6.6; G = -9.2%
25. Cn1nc(-c2ccc3ccccc3c2)cc1[C@H]1CN2CC[C@H]1C[C@@H]2CNC(=O)c1cccs1
  A = 25.1µM*; B = ?; C = 1.6%; D = 20µM*; E = -20.5%; F = -8.4; G = -11.4%
26. CCCCCn1cc(C(=O)Oc2cccc3cccnc23)c2ccccc21
  A = /; B = /; C = i; D = /; E = /; F = 4.0; G = ?
27. CN1C(=O)NC(=O)C(C)(C2=CCCCC2)C1=O (stereo unspecified)
  A = /; B = /; C = i; D = /; E = 39.9%[25.6 µM]; F = 2.4; G = -2.1%[23.9 µM]
28. CC[C@@]1(O)C(=O)OCc2c1cc1n(c2=O)Cc2cc3ccccc3nc2-1
  A = /; B = /; C = i; D = /; E = ?; F = /; G = ?
29. O=C1NCCCCCCN[C@H]2CCC[C@@H]12
  A = 0.6%; B = 3.1%; C = i; D = i; E = -2.5%; F = 10.3; G = 3.7%
30. CN(C)c1ccc(C(=O)NC[C@H]2C[C@@H]3CCN2C[C@@H]3CN2CCN(c3ccc(F)cc3)CC2)cc1
  A = ?; B = -1.1%; C = i; D = ?; E = -4.9%; F = 11.3; G = -9.9%
31. COc1ccc2c(c1)[C@]13CCCCC1C(C2)N(C)CC3 (stereo partly specified)
  A = /; B = /; C = i; D = /; E = 20.1%; F = /; G = -14.5%
32. COCCC(=O)N1[C@H]2CC[C@@H]1c1cnc(-c3ccccc3)nc1C2
  A = -11.0%; B = 4.5%; C = i; D = -19.8%; E = -8.3%; F = 0.9; G = 7.7%
33. Cc1ccc(S(=O)(=O)NC[C@H]2C[C@@H]3CCN2C[C@@H]3CN2CCN(c3ncccn3)CC2)cc1
  A = -13.2%; B = -3.5%; C = ?; D = -6.4%; E = 13.5%; F = -6.5; G = 7.2%
34. O=c1ccc(-c2ccccc2F)c2n1C[C@H]1C[C@@H]2CN(Cc2ccc(CO)o2)C1
  A = -24.5%[174 µM]; B = 11.5%[172 µM]; C = 3.4%[88.5 µM]; D = ?; E = -22.3%[87.6 µM]; F = -3.0; G = -2.0%[87.6 µM]
35. CCOC(=O)C(c1c(O)c2ccccc2oc1=O)c1c(O)c2ccccc2oc1=O
  A = /; B = /; C = -16.5%; D = /; E = -50.1%[25.6 µM]; F = 7.6; G = -21.8%[23.9 µM]
36. CCOC(=O)[C@H]1CN(C(=O)c2ccc(OC)c(OC)c2)[C@]2(C)C(=O)N(CC3CC3)c3ccccc3[C@H]12
  A = ?; B = /; C = /; D = ?; E = /; F = -0.8; G = /
37. C=C[C@H]1CN2CC[C@H]1C[C@@H]2CNCc1ccc(OC)cc1
  A = ?; B = -16.2%[230 µM]; C = 0.3%[88.5 µM]; D = -21.9%[230 µM]; E = 15.6%[87.6 µM]; F = 5.2; G = -7.3%[87.6 µM]
38. C[C@]12CC[C@H](O)C[C@@H]1CC[C@@H]1[C@@H]2CC[C@]2(C)C(=O)CC[C@@H]12
  A = /; B = /; C = -7.5%; D = /; E = /; F = 20.3; G = 6.3%
39. Cc1c(C(=O)Nc2cccc(C(F)(F)F)c2)cc(-c2ccccc2)n1CCCN1CCOCC1
  A = /; B = /; C = ?; D = /; E = ?; F = 11.4; G = -21.0%&-11.8%
40. O=c1ccc(-c2ccc(Cl)cc2)c2n1C[C@H]1C[C@@H]2CN(S(=O)(=O)c2cccs2)C1
  A = ?; B = -0.1%; C = i; D = -11.4%; E = ?; F = 4.8; G = -17.7%
41. COC(=O)C1(C)CCC(O)C2(C)c3cc(O)c(C(C)C)cc3C(O)C(OC(C)=O)C12 (stereo unspecified)
  A = /; B = /; C = i; D = /; E = /; F = -4.0; G = -15.5%[23.9 µM]
42. CN1CCC(C(=O)N2C3CCC2CN(Cc2cccnc2)C3)CC1
  A = -11.7%; B = /; C = -15.9%; D = -13.6%; E = -20.1%; F = 22.5; G = 15.1%
43. CC(=O)c1ccc(NC(=O)NC[C@H]2C[C@@H]3CCN2C[C@@H]3CN2CCC(C)CC2)cc1
  A = ?; B = -5.0%[172 µM]; C = i; D = -13.6%[172 µM]; E = 46.1%[activator][87.6 µM]; F = -7.8; G = -7.4%[87.6 µM]
44. O=S1(=O)N(CCN2CC=C(c3c[nH]c4cc(F)ccc34)CC2)c2cccc3c2N1CCC3
  A = /; B = /; C = -23.8%; D = /; E = -47.1%; F = /; G = -22.7%
45. O=C(CCc1nc2ccccc2[nH]1)N1[C@H]2CC[C@@H]1c1cnc(-c3ccc(F)cc3)nc1C2
  A = -12.6%; B = -3.6%; C = -6.7%; D = -28.2%; E = -27.5%; F = 19.6; G = -3.0%
46. CCOC(=O)[C@H]1CN(C(=O)OCC(C)C)[C@]2(C)C(=O)N(CC3CC3)c3ccccc3[C@H]12
  A = ?; B = /; C = -8.1%[27.3 µM]; D = ?; E = ?; F = -3.4; G = -24.4%[23.9 µM]

Compound activity: PubChem BioAssay, National Center for Advancing Translational Sciences (NCATS)
